Screens (PubChem BioAssay)
12-LOX inh – Primary qHTS assay for inhibitors of human arachidonate 12S-lipoxygenase (ALOX12): Round 2; Potency, µM (titrated, usually from 108 µM), for the others: at the highest dose activity change, negative = inhibition, usual class: inhibitors; 1.1% of 580,000 active; Polyunsaturated fatty acid lipoxygenase ALOX12 (Homo sapiens), P18054; AID 1671190, 2021; purified 12hLO, xylenol orange hydroperoxide absorbance; also: % is scaled to controls: 0 for no effect and ±100 for the full control effect
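Purified human 12hLO at 150 nM in 25 mM Hepes, 0.01% Triton X-100, pH 7.0, preincubated 15 min at room temperature with compound. Reaction started with 40 uM arachidonic acid, 30 min at room temperature. Hydroperoxide measured by Fe-xylenol orange, 573/405 nm absorbance ratio.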
RGS4 inhibitor – Inhibitors of Regulator of G Protein Signaling (RGS) 4: qHTS; Regulator of G-protein signaling 4 (Homo sapiens), P49798; Transcreener GDP fluorescence polarization, RGS4-accelerated GTP hydrolysis; Potency, µM (highest dose often 114 µM), for the others: at the top dose activity change, negative = inhibition, most hits filed as inhibitors; 0.039% of 390,000 active; also: % is scaled to controls: 0 for no effect and ±100 for the full control effect; nearly all actives have a fitted effect of over 75% in size; some results filed as inactive show a strong effect at the top dose
Target sequence (P49798 whole entry, looked up): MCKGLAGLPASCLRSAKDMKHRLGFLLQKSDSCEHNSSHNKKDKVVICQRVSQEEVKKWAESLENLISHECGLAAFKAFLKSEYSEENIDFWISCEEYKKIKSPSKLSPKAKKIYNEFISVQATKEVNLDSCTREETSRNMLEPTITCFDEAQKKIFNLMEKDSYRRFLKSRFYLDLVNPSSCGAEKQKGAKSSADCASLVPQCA
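MLSMR compounds (23 nl, pin-transferred) preincubated 10 min at room temperature with a 500nM (2x) first reagent, then RGS4 at 900nM (2x) plus Transcreener GDP mix added; fluorescence polarization (620/688 nm) read before and after 90 min at 30 °C.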
GLS inhibitor – qHTS for Inhibitors of Glutaminase (GLS) | GLS enzymatic activity, qHTS titration | Potency, µM (doses to about 45.5 µM), for the others: at the highest dose activity change, negative = inhibition, most hits filed as inhibitors | 0.21% of 410,000 active; also: % is scaled to controls: 0 for no effect and ±100 for the full control effect
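Read-out is an Amplex red fluorescence increase coupled through glutamate oxidase and HRP, measured before and after 30 min room-temperature incubation. hKGA is in 45 mM KH2PO4 (pH 8.2) with 0.02% Tween-20; glutamine added as 1mM solution.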
TrxR1 inh – qHTS Assay for Inhibitors of Mammalian Selenoprotein Thioredoxin Reductase 1 (TrxR1): qHTS | recombinant rTrxR1, NADPH fluorescence consumption, selenite substrate | Potency, µM (highest dose often 114 µM), for the others: top-dose activity change, negative = inhibition, actives largely listed as inhibitors | 1% of 390,000 active | AID 588453, 2011; also: % is scaled to controls: 0 for no effect and ±100 for the full control effect; nearly all actives have a fitted effect of over 65% in size
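Rat TrxR1 (90 nM in the dispensed reagent) was pre-reduced with 400 uM NADPH for 5 min at room temperature, then incubated with compound for 15 min. After 400 uM selenite was added, NADPH fluorescence (Ex 340/Em 450 nm) was followed for 8 min.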
Pin1 inhibitor – qHTS Assay to Find Inhibitors of Pin1; Peptidyl-prolyl cis-trans isomerase NIMA-interacting 1 (Homo sapiens), Q13526; Pin1 FP peptide displacement, HiFluor488, 10 min; Potency, µM (titrated, usually from 115 µM), inactives show top-dose activity, negative = inhibition, most hits filed as inhibitors; 0.009% of 390,000 active; AID 504891, 2011; active = well fitted inhibition curve with a large enough effect in the polarisation, with a control signal flat, not every such curve was filed as active; inconclusive = small, poorly fitted or top-dose-only effect, or effect the other way, or a change in a side signal; inactive = no such curve, though single readings can be large or run the other way; the % refers to the polarisation; also: % is scaled to controls: 0 for no effect and ±100 for the full control effect
Target sequence (Q13526 whole entry, looked up): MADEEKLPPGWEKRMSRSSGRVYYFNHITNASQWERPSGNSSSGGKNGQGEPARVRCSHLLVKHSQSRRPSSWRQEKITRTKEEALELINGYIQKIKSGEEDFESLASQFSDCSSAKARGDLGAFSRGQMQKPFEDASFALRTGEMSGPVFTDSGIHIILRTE
Tb PGK inh – qHTS Assay to Find Inhibitors of Phosphoglycerate Kinase. PGK/GAPDH coupled, Kinase-Glo luminescence, 60 min. 0.043% of 380,000 active. Phosphoglycerate kinase, glycosomal (Trypanosoma brucei brucei), P07378. Potency, µM (titrated, usually from 57.5 µM), for the others: at the top dose activity change, negative = inhibition, most hits filed as inhibitors; also: % is scaled to controls: 0 for no effect and ±100 for the full control effect; nearly all actives have a fitted effect of over 60% in size
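Luminescent ATP detection (Kinase-Glo Plus) follows a 60-minute room-temperature incubation, with wells lacking PGK as controls. Buffer: 100 mM TEA (pH 7.6), 5 mM MgCl2, 0.01% Tween-20. Coupling enzyme GAPDH (100 nM final) supplies unstable 1,3-BPG in-well.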
JMJD2A Tudor – qHTS Assay for Inhibitors of JMJD2A-Tudor Domain. Lysine-specific demethylase 4A (Homo sapiens), O75164. 4.4% of 390,000 active. AID 504339, 2011. Potency, µM (doses to about 114 µM), inactives show at the top dose activity change, negative = inhibition, usual class: inhibitors. AlphaScreen JMJD2A-Tudor / H3K4me3 peptide binding; also: % is scaled to controls: 0 for no effect and ±100 for the full control effect; nearly all actives have a fitted effect of over 50% in size
HP1b chromo inh – HTS for Inhibitors of HP1-beta Chromodomain Interactions with Methylated Histone Tails | 0.56% of 390,000 active | Potency, µM (highest dose often 114 µM), for the others: top-dose activity change, negative = inhibition, hits mostly inhibitors | AlphaScreen HP1-beta / biotin-H3K9me3 peptide binding | Chromobox protein homolog 1 (Homo sapiens), P83916 | AID 540317, 2011; also: nearly all actives have a fitted effect of over 70% in size; inactives centre near 23
Target sequence (P83916 whole entry, looked up): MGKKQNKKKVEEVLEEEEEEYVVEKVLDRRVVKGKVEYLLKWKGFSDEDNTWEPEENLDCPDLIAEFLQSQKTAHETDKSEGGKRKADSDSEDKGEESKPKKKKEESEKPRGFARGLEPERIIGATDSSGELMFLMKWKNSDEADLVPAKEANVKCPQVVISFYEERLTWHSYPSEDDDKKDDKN
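AlphaScreen: HP1-beta (50 nM) preformed 30 min with biotin-H3(1-18)K9me3 peptide (50 nM) in PBS pH 7.4, 0.01% Tween-20. Compound added for 30 min at RT, then streptavidin donor/nickel chelate acceptor beads (10 ug/mL) for 30 min.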
ERG-DNA inh – qHTS for Small Molecule Inhibitors of the ERG Ets/DNA interaction. Transcriptional regulator ERG (Homo sapiens), P11308. fluorescence polarization, His-ERG Ets domain / labelled DNA. Potency, µM (series often up to 76.9 µM), for the others: at the top dose FP activity, negative = inhibition, hits mostly inhibitors. 0.028% of 370,000 active. AID 624246, 2012; active = well fitted inhibition curve with a large enough effect in the polarisation, with a control signal flat; inconclusive = small, poorly fitted or top-dose-only effect, or effect the other way, or a change in a side signal; inactive = no such curve, though single readings can be large or run the other way; the % refers to the polarisation;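 also: polarization taken with two DNA probes labelled with fluorescein and Texas red; % of control where 0% means no effect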
Target sequence (P11308 whole entry, looked up, the tested form may be a part): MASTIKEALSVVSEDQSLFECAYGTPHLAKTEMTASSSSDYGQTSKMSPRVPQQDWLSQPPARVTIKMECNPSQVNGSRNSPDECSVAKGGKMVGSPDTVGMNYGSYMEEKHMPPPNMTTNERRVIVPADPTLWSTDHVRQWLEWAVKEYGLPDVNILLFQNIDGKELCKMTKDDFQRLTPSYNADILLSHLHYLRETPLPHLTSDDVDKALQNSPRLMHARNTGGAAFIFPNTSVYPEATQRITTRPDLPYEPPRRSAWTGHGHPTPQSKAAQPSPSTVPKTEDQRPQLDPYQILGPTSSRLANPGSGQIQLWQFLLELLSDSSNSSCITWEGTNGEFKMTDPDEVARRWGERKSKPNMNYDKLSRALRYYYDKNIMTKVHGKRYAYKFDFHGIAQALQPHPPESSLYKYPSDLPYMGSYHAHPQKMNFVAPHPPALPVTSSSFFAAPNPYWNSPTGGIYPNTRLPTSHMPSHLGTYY
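His-tagged ERG Ets domain (1 uM in the protein solution; 300mM KCl, 50mM Tris-HCl, 1mM EDTA, 1mM DTT, pH 7.5) received compound, then a probe mix of 5 nM fluorescein-DNA and 100nM Texas-615-DNA. Fluorescence polarization was read for both dyes.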
* = called active by the depositor; i = inactive; ? = inconclusive; . = not tested or not shown; & = joins results of further samples; [ ] = dose if it differs, or a comment. Unless noted, calls follow the shape of the dose curve; as a rule, active = well fitted curve in the direction sought with a large enough effect; inconclusive = small, poorly fitted or top-dose-only effect, or another doubt; inactive = no such curve, though single readings can be large; an effect the other way counts as inactive or inconclusive. Potency is read from the fitted curve at half-maximal effect. These rows are one share of the data, so the mix of outcomes need not match the whole.

SMILES	12-LOX inh	RGS4 inhibitor	GLS inhibitor	TrxR1 inh	Pin1 inhibitor	Tb PGK inh	JMJD2A Tudor	HP1b chromo inh	ERG-DNA inh
c1ccc(CCC2CCCCN2Cc2nc(-c3ccc4c(c3)OCO4)no2)nc1 (stereo not given)	0%	-28%	-4%	11%	2%	-1%	-19%	37%	8%
CCN1CCC2(CC1)N=C(c1ccc(F)cc1)C(=S)N2	?	27%	17%	-10%	0%	0%	-12%	43%[activator]	12%
O=C(/C=C/c1c(F)cccc1Cl)Nc1ccncc1	14%	-7%	-1%	6%	-3%	-5%	-7%	30%	-5%
Cc1c(CNCc2cccs2)c(C(=O)O)c(C)n1Cc1ccccc1	19%	2%	-1%	-6%	5%	-4%	-21%	14%	-2%
CCOC(=O)CSc1nc2ccccc2n2c(C)nnc12	?	-2%&-8%	2%&5%	16%&-2%	3%&-1%	-5%&-4%	-15%&-17%	30%&14%	1%&5%
Cc1nc(C(=O)N2CCCC(N3CCN(c4ccccc4C)CC3)C2)cs1 (stereo not given)	-5%	7%	14%	-11%	-4%	-4%	-11%	10%	7%
Cc1cc(O)c(C(C)C)cc1N=Cc1ccc(N(C)C)cc1	?	-87%	-4%	?	-6%	-7%	50µM*	45µM*	-19%
Cc1ccc(Cn2cc(S(=O)(=O)c3cccc(Cl)c3)c(=O)c3cc(F)c(N4CCCCC4)cc32)cc1	3%	-13%	4%	30%	-1%	-2%	-1%	37%	2%
Cc1ccccc1OCc1nnc(SCC(=O)Nc2ccc3nc(SCC(=O)NC(C)(C)C)sc3c2)n1C	465%[activator]	21%	0%	0%	1%	4%	2%	31%	-1%
COc1cc(NC(=O)CCNC(=O)Cn2ccc3ccccc3c2=O)cc(OC)c1OC	-2%	-9%&-8%	-9%&0%	13%[57.1 µM]	0%&1%	5%	4%&1%	35%&45%	19%&5%
Cc1ccc(Oc2nc3c(c(=O)n(Cc4ccccc4Cl)c(=O)n3C)n2C)cc1C	-8%	8%	-11%	22%	-2%	-3%	-10%	5%	5%
Clc1ccccc1-c1nnc2sc(CCc3ccccc3)nn12	?	?	?	-18%	3%	-5%	?	?	3%
COc1cc(C(=O)NCCNC(=O)c2cnccn2)cc(OC)c1OC	-5%	-12%	4%	7%	-6%	i	-9%	-4%	2%
Cc1cc(C(=O)N2CCN(S(C)(=O)=O)CC2)sc1-c1ccccc1	16%	5%	-3%	0%[57.1 µM]	-9%	-2%	-6%	17%	-3%
COc1cccc(CCNC(=O)c2ccc(C#N)cc2)c1	-11%	-10%	-8%	11%	-6%	-1%	-4%	30%	1%
Cc1ccc(Cl)cc1NC(=O)CC1NC2CCCCC2NC1=O (stereo not given)	8%	12%	-4%	3%	1%	-2%	1%	73%[activator]	-1%
CCc1nnc(NS(=O)(=O)c2ccc(NCc3cc(Cl)ccc3O)cc2)s1	?	-9%	26%	10%	1%	i	-16%	23%	9%
CC1CCCCN1S(=O)(=O)c1cccc(S(=O)(=O)N2CCOCC2)c1 (stereo not given)	0%	-3%	-5%	8%	0%	i	-11%	24%	-6%
Cn1c(=O)c(-c2ccccc2)c(O)c2ccccc21	3%&8%	-28%	21%	14%	-5%	.	-6%	41%[activator]	20%
Cc1ccc(C(=O)N2CCN(C34CC5CC(CC(C5)C3)C4)CC2)o1	0%	-9%	25%	41%[activator]	0%	-2%	-29%	17%	3%
Cc1ccc(S(=O)(=O)NN=Cc2ccc(N3CCOCC3)cc2)cc1[N+](=O)[O-]	?	-26%	17%	-6%	-1%	-2%	-33%	12%	-5%
CC1(C)CC(=O)C(C=NCCN2CCN(C3CC(=O)N(c4cccc(Br)c4)C3=O)CC2)=C(O)C1 (stereo not given)	3%	2%	6%	-5%[57.1 µM]	-6%	-10%	-19%	32%	-8%
O=C(CSc1nnnn1-c1ccc2c(c1)OCCO2)OC1CCCCC1	-18%	9%[11.4 µM]	-3%	-11%	5%	-2%	-11%[11.4 µM]	93%[activator]	1%
COc1ccc(-c2cn3c(n2)sc2cc(C(=O)NC4CCCc5ccccc54)ccc23)cc1 (stereo not given)	?	9%	-4%	21%	4%	-12%	-8%	7%	-1%

Profiles, quoted from the list.
`CC1(C)CC(=O)C(C=NCCN2CCN(C3CC(=O)N(c4cccc(Br)c4)C3=O)CC2)=C(O)C1` (stereo not given) as listed: 12-LOX inh = 3%; RGS4 inhibitor = 2%; GLS inhibitor = 6%; TrxR1 inh = -5%[57.1 µM]; Pin1 inhibitor = -6%; Tb PGK inh = -10%; JMJD2A Tudor = -19%; HP1b chromo inh = 32%; ERG-DNA inh = -8%
`Cc1ccc(C(=O)N2CCN(C34CC5CC(CC(C5)C3)C4)CC2)o1` as listed: 12-LOX inh = 0%; RGS4 inhibitor = -9%; GLS inhibitor = 25%; TrxR1 inh = 41%[activator]; Pin1 inhibitor = 0%; Tb PGK inh = -2%; JMJD2A Tudor = -29%; HP1b chromo inh = 17%; ERG-DNA inh = 3%

The list goes on:
SMILES	12-LOX inh	RGS4 inhibitor	GLS inhibitor	TrxR1 inh	Pin1 inhibitor	Tb PGK inh	JMJD2A Tudor	HP1b chromo inh	ERG-DNA inh
O=C(Nc1ccc(OCc2ccccc2)cc1)c1cccs1	-2%	15%	-8%	11%	0%	-5%	-5%	38%	11%
OC(CN1CCN(c2cccc(Cl)c2)CC1)C(c1ccccc1)c1ccccc1 (stereo not given)	?	12%[56.9 µM]	7%	-10%[57.1 µM]	-3%	0%	-25%	47%[activator]	1%
COc1cccc(OC)c1C(=O)OCC(=O)NC1CCCCCC1	184%[activator]	4%	2%	18%	-7%	-2%	-12%	38%[activator]	-2%
O=C(COc1ccccc1)NCC(c1ccco1)N1CCN(c2ccccc2F)CC1 (stereo not given)	-2%	-8%	5%	-4%	-5%	i	?	-8%	10%
Nc1nc(-c2ccc(Cl)cc2)nn1C(=O)c1cccnc1	0%	-2%	6%	-4%	4%	5%	1%	28%	-1%
O=C(CSCCO)Nc1cccc([N+](=O)[O-])c1	1%	-21%	-4%	-12%	0%	-5%	-28%	19%	-5%
COc1ccc(C)cc1NC(=O)c1nn(C)c(C(=O)Nc2cc(C)ccc2OC)c1[N+](=O)[O-]	14%	23%	5%	21%	2%	-5%	-9%	31%	-6%
CC1CCN(C(=O)CN(Cc2ccccc2)S(C)(=O)=O)CC1	13%	4%	2%	10%	3%	-7%	-10%	47%[activator]	-1%
O=C(Cn1cnc2c(nnn2Cc2ccc(Cl)cc2)c1=O)OCc1ccccc1	9%	-12%	14%	17%	4%	4%	-1%	10%	.
CSc1nc(SCC(N)=O)c2c3c(sc2n1)CN(C)CC3	-17%	26%	-7%	-16%	?	-7%	-9%	10%	8%
CCOC(=O)CC(=O)Nc1cc(Cl)ccc1O	0%	-14%	26%	32%[57.1 µM]	-13%	0%	4%	34%	-8%
CC(C)(C)c1ccc(C(=O)Nc2ccc(C(=O)OCc3cc(=O)n4ccsc4n3)cc2)cc1	-16%	-3%	1%	11%[57.1 µM]	0%	-5%	-1%	22%	-1%
CC(C)=CCSc1nnc([C@@H](NC(=O)OC(C)(C)C)C(C)C)o1	0%	-44%	2%	?	9%	i	2%	85%[activator]	4%
COc1ccccc1-n1cnc2cc(NS(=O)(=O)c3ccccc3)ccc21	-29%	-15%	2%	2%[57.1 µM]	20%	0%	-25%	21%	-20%
Fc1cccc(CSc2nc3ncc(Cl)cc3[nH]2)c1	0%	-32%	0%	18%	2%	-2%	?	19%	1%
COc1ccc(SC[C@H](C)CN2CC[C@H](C)CCC2=O)cc1	?	-4%	4%	12%&16%	-3%	-8%	-2%	40%[activator]	2%
Cc1ccc(Oc2ccc(S(=O)(=O)N3CCOCC3)cc2C(N)=O)c(-n2nc3ccccc3n2)c1	0%	5%	3%	-1%[57.1 µM]	-1%	10%	-14%	10%	-7%
CCOc1cc(CNC(=O)c2ccc3c(c2)N(C)C(=O)C2CCCCN32)ccc1OC (stereo not given)	-2%	0%	6%	21%[57.1 µM]	?	1%	-12%	19%[57 µM]	-3%
Cc1c(NC(=O)c2ccc(NS(=O)(=O)c3ccc(F)c(F)c3)cc2)c(=O)n(-c2ccccc2)n1C	0%	9%	1%	8%	6%	2%	-4%	39%[activator]	8%
COc1cc(-c2nnc(SCC(=O)OC3CCCCC3)o2)cc(OC)c1OC	0%	-4%	6%	5%	-1%	-1%[11.5 µM]	-5%	21%	.
CN1CCCN(S(=O)(=O)c2ccc(O)c(C(=O)O)c2)CC1	.	22%	18%	7%	-10%	-2%	-15%	22%	-2%
CCC(=O)N1CCc2cc(Br)cc(S(=O)(=O)Nc3ccc(C)cc3C)c21	?	-2%	1%	25%[57.1 µM]	9%	-6%	-7%	34%	0%
